# TAAR1 antagonist: human TAAR1 antagonists, primary screen, Fluo-8 calcium fluorescence, CHO RD-HGA16 cells | Trace amine-associated receptor 1 (Homo sapiens), Q96RJ0 | AID 624466, 2012 | hit rate 1.5% among 360,000 | antagonist | inhibition, % at 3 µM;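 active = inhibition above a per-plate cutoff, the mean inhibition of test compounds on that plate plus 3 SD, cut at about 49% in these data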;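 note: 0% = DMSO plus EC80 beta-PEA response and 100% = DMSO alone without agonist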
#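 Assay system: RD-HGA16 CHO cells with stable hTAAR1 and Gα16 / Reagent: EC80 β-phenethylamine stimulus / Doses: 3 µM, single point / Timing: dye loading 75 min at 37 °C, then 30 min room temperature / Measured by: Fluo-8 intracellular calcium dye fluorescence, real-time kinetic reads / Controls: vehicle wells and EC80 agonist wells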
# TAAR1 ag: human TAAR1 agonists, primary screen, Fluo-8 calcium fluorescence, CHO RD-HGA16 cells. activation, % at 3 µM. AID 624467, 2012. vehicle wells 0%, saturating PEA agonist 100%. Trace amine-associated receptor 1 (Homo sapiens), Q96RJ0. hit rate 0.99% among 360,000;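 active = activation above the mean activation of all test compounds in the run plus 3 SD, cut at about 38% in these data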
#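 System: CHO-derived RD-HGA16 cells with stable Gα16 and human TAAR1 / Times: 17-24 h plating, Fluo-8 75 min 37 °C, 30 min RT / Technique: calcium-sensitive Fluo-8 signal, excitation 470-495, emission 515-575 nm / Measure: % activation relative to PEA EC100 response / Benchmarks: DMSO and PEA EC100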
# V1R ag counter: agonists of human V1a receptor, primary screen, counter-screen for OXTR agonist project, fluorescence, CHO-V1R cells. Vasopressin V1a receptor (Homo sapiens), P37288. Fluo-8 calcium fluorescence, agonist mode; 0% DMSO, 100% 3 nM vasopressin. activation, % at 3 µM. hit rate 0.25% among 320,000;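 active = activation above the mean activation of all tested compounds plus 3 SD, per screening run, cut at about 20% in these data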;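 note: signal is peak over basal fluorescence ratio across a 100 second FLIPR read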
# Target sequence (P37288 whole entry, looked up): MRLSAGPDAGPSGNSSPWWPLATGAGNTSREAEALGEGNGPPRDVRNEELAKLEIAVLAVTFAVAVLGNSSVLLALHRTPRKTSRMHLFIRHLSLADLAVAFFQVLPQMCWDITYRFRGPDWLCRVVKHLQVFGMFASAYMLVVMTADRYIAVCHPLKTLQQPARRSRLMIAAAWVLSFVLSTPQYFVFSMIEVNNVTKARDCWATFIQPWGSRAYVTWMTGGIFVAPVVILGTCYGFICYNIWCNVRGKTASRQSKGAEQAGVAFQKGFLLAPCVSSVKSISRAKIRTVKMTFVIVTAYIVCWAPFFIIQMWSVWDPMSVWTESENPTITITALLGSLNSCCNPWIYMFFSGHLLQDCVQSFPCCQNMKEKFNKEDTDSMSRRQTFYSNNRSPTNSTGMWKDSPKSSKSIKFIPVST
# M1 ag: human M1 muscarinic receptor agonists, primary screen, Fluo-8 calcium fluorescence, CHO-K1 cells, HTS; Muscarinic acetylcholine receptor M1 (Homo sapiens), P11229; hit rate 0.33% among 360,000; AID 588814, 2011; CHO-K1 hM1, agonist mode; 0% DMSO, 100% acetylcholine EC100; activation, % at 3 µM;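 active = activation above the run's mean compound activation plus 3 SD, cut at about 16% in these data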;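 note: peak over basal fluorescence ratio within a 140 s kinetic read after compound addition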
# CHO parental Ca: ATP-evoked calcium signal inhibitors, parental CHO, primary screen, counter-screen for OX1R antagonist project, cell-based, fluorescence, Fluo-8 calcium dye | hit rate 0.63% among 330,000 | parental CHO-K1, ATP-induced calcium, Fluo-8 fluorescence | inhibition, % at 5.6 µM | AID 463079, 2010;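 active = inhibition above that plate's mean sample inhibition plus 3 SD, cut at about 26% in these data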;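 note: 0% = ATP-challenged DMSO wells and 100% = DMSO wells without ATP; some compounds past the cut are filed as inactive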
#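 Assay system: parental CHO cells; Read-out basis: percent inhibition of ATP-evoked calcium rise, normalized to controls; Benchmarks: ATP and no-ATP DMSO wells; Compound dosing: single nominal dose of 5.6 µM per compound; Signal: Fluo-8 calcium dye fluorescence; Also added: ATP as calcium-mobilizing challenge; Repeats: singlicate.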
# M1 PAM: human M1 muscarinic receptor positive allosteric modulators, primary screen, CHO-K1 cells, Fluo-8 calcium fluorescence, 1536-well. AID 588819, 2011. Muscarinic acetylcholine receptor M1 (Homo sapiens), P11229. CHO-K1 hM1, ACh EC20; 0% = ACh EC20, 100% = maximal ACh. hit rate 0.088% among 360,000. activation, % at 3 µM; in the data active = activation above about 19%, passing the limit was not always enough
# OXTR ag: human OXTR agonists, primary screen, fluorescence, CHO-OTR cells, Fluo-8 calcium; Fluo-8 calcium fluorescence; normalized: DMSO 0%, oxytocin 100%; activation, % at 3 µM; hit rate 0.32% among 320,000; AID 2435, 2010;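 active = activation above the mean of all tested compounds plus 3 SD, cutoff set per screening run, cut at about 20% in these data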;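 note: peak over basal fluorescence ratio from a 100 s FLIPR kinetic read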
# Target sequence (P30559 whole entry, looked up): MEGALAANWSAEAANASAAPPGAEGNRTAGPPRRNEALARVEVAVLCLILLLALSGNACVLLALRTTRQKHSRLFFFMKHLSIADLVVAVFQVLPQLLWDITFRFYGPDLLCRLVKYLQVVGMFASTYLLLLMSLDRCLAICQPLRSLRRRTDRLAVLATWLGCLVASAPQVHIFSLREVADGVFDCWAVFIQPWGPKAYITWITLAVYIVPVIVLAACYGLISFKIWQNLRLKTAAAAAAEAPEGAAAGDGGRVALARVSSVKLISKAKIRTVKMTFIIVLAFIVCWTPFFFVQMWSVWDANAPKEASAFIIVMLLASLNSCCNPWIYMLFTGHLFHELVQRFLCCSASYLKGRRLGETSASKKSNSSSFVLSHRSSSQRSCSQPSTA
# OXTR potentiator: human OXTR potentiators, primary screen, fluorescence, CHO-OTR cells, Fluo-8 calcium. Oxytocin receptor (Homo sapiens), P30559. Fluo-8 calcium fluorescence, potentiator mode; 0% = oxytocin EC15, 100% = EC100. activation, % at 3 µM. hit rate 0.061% among 320,000. AID 2445, 2010;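 active = activation above that plate's cutoff, the mean activation of tested compounds plus 3 SD, cut at about 6.6% in these data, passing the limit was not always enough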;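 note: 100% uses oxytocin at 75 nM as the full agonist control; some results filed as inactive read as strong as hits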
#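 Assay system: CHO cell line stably expressing human OTR | Also added: Oxytocin at about EC15, sub-maximal agonist stimulus | Times: Compound 6 min at room temperature before oxytocin, 100 s read | Measured by: Fluo-8 intracellular calcium fluorescence, ex 470-495, em 515-575 nm | Controls: EC15 oxytocin alone as 0%, 75 nM oxytocin as 100%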
# M1 antag: human M1 muscarinic receptor antagonists, primary screen, CHO-K1 cells, Fluo-8 calcium fluorescence, 1536-well. Muscarinic acetylcholine receptor M1 (Homo sapiens), P11229. CHO-K1 hM1, ACh EC80 antagonist. inhibition, % at 3 µM. hit rate 1.3% among 360,000. AID 588852, 2011;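 active = percent inhibition above its own plate's cutoff, namely the mean of that plate's compound wells plus 3 SD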;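 note: peak over basal fluorescence ratio during 140 s after agonist addition; 0% = ACh EC80 plus DMSO and 100% = DMSO alone without agonist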
# * = called active by the depositor; / = no result given.
SMILES,TAAR1 antagonist,TAAR1 ag,V1R ag counter,M1 ag,CHO parental Ca,M1 PAM,OXTR ag,OXTR potentiator,M1 antag
CCCOc1ccccc1NC(=O)c1c(-c2ccccc2)noc1C,-2,5,-1.2,-10,-17,1,-1.1,-8,-15
CC(Sc1nnc(C(C)N(C)C)n1-c1ccc(Cl)cc1)C(=O)Nc1ccc2c(c1)OCO2 (stereo not given),-20,-3,-1.1,-3,-20,10,-2.0,-3,-20
COc1cccc(Nc2nc3ccccc3c(=O)[nH]2)c1,-4,20,2.8,3,-5,0,3.1,-6,-8
O=C(Nc1cc(=O)[nH]c2nc(-c3ccccc3)nn12)c1ccc(Cl)cc1,-37,0,0.9,/,-8,/,1.3,5,/
Brc1ccc2nc(C3CCCCC3)c(Cc3ccsc3)n2c1,-11,-1,/,-7,/,-6,/,/,-17
COc1cc(NC(=O)c2ccc(C)cc2)c(OC)cc1NC(=O)CN1CCCCC1,-3,11,-1.1,-5,-24,4,-1.8,-2,-26
CCN(CC)CCn1c2ccc(F)cc2c2nc(C)sc21,8,3,0.1,-5,-17,7,-1.0,5,-1
COc1cccc(NC(=O)CN2CCC(C)CC2)c1,-6,0,0.1,-6,-4,6,2.7,-5,-7
COC(=O)c1c(NC(=O)c2ccc(Br)o2)sc(C)c1C,-4,10,0.6,-3,-13,4,-0.9,-4,-11
Oc1ccc(C(c2nnnn2C2CCCCC2)N2CCOCC2)cc1 (stereo not given),-30,2,-0.2,-5,11,4,0.7,-14,-1
Cc1nn(C(=O)Cn2cc([N+](=O)[O-])cn2)c(C)c1Cl,-9,1,0.6,-3,-9,4,0.8,5,-6
CC(=O)c1cccc(S(=O)(=O)NCCC(=O)NC2CCCCCC2)c1,1,12,-0.5,-1,-13,-10,-0.7,4,28
O=c1[nH]c2c(c(=O)[nH]1)OCN(Cc1ccccc1)C2,-7,6,/,-1,/,2,/,/,3
CCOC(=O)c1ccc(NC(=O)c2nc[nH]c2C(=O)NCCCCCNC(=O)OC(C)(C)C)cc1,56*,14,0.4,-5,-9,1,-0.6,-3,5
O=C1C(=Cc2cccn2-c2ccc(O)cc2)C(=O)c2ccccc21,34,29,1.3,-2,-6,5,2.5,6,-7
COc1cccc(C(=O)NCC(=O)OC(C)C(=O)NC23CC4CC(CC(C4)C2)C3)c1 (stereo not given),-10,5,0.2,3,-16,8,-0.4,-7,-16
Cc1ccc(C)c(N2CCN(C(=O)Cc3ccc(NC4=NC5CS(=O)(=O)CC5S4)cc3)CC2)c1 (stereo not given),-13,-1,0.6,-6,-23,-7,-0.6,-5,15
CC(/C=C/c1ccc2c(c1)OCO2)=N\NC(=O)c1ccccc1,8,11,-0.2,-5,5,9,-0.9,-4,-7
CCCN1CCN(CCCNC(=O)c2ccc3c(Cl)c4c(nc3c2)CCCC4)CC1,1,-1,-0.1,-14,-37,-29,-1.3,-13,34*
COC(=O)Cn1cnc2c(oc3ccccc32)c1=O,/,/,1.1,-1,-4,8,0.7,0,-4
COc1ccc(-c2nc(C#N)c(N3CCCCCC3)o2)cc1,-13,-1,-1.6,-10,-20,-1,-1.6,0,-12
CCN(CC)c1nc(C)c(C(C)=O)cc1C#N,-6,4,0.0,6,-16,8,-1.8,0,-7
Cn1c(Cc2cccs2)nnc1SCC(=O)Nc1ccccc1F,-17,2,-0.7,-6,-11,-4,-0.3,-4,8
COc1ccc(NC(=S)Nc2cc(S(=O)(=O)N3CCCCC3)ccc2OC)cc1,/,/,1.0,/,-16,/,0.7,1,/
CC(C)N(C(=O)COC(=O)c1cccc(C(=O)OCC(=O)N(C(C)C)C(C)C)n1)C(C)C,15,5,1.9,-7,-19,-2,-0.2,-5,1
SMILES,TAAR1 antagonist,TAAR1 ag,V1R ag counter,M1 ag,CHO parental Ca,M1 PAM,OXTR ag,OXTR potentiator,M1 antag
CCCCCCCCC(=O)N/N=C/c1cccc(Br)c1,7,0,-0.3,-2,-14,11,0.9,7,-11
CC1CCCCN1CC(=O)c1c(N)n(Cc2ccccc2)c(=O)n(C)c1=O (stereo not given),-11,0,0.4,-8,-13,-1,0.3,-3,0
O=C(CSc1nc2c(sc3ccccc32)c(=O)n1Cc1ccccc1)NCC1CCCO1 (stereo not given),2,10,-1.6,-3,-11,5,0.7,4,-2
COc1ccc(C2C(C(=O)N3CCOCC3)CCC(=O)N2c2ccc(OC)cc2)cc1 (stereo not given),6,3,0.9,-2,-1,3,0.2,-7,-2
Cc1ccc(CNC(=O)C2CCCN(S(=O)(=O)N3CCC(C)CC3)C2)cc1 (stereo not given),-5,0,-1.3,-3,-13,4,-2.9,2,-5
Cc1cccc(CSCc2ccc(C(=O)NCC3CCCO3)o2)c1 (stereo not given),-20,-1,1.5,-2,-2,9,-1.3,-1,-12
O=C(Nc1ccc(F)cc1)C1CCCN(c2cnccn2)C1 (stereo not given),1,0,3.5,-3,-8,6,1.4,-13,-6
COc1ccccc1C(=O)N1CCc2ccccc21,-4,9,-0.8,-8,-5,2,-1.6,3,-5
N#CC1=C(N)NC(SCc2ccccc2)=C(C#N)C12CCCC2,46,16,2.0,-3,-11,5,5.4,-10,-6
COc1ccc(-c2coc3c(C(=O)NCC4CCOCC4)cccc23)c(C)c1,27,3,/,4,/,-8,/,/,12
COc1ccc(C=O)cc1OS(=O)(=O)c1ccccc1[N+](=O)[O-],-8,7,2.1,0,-7,3,6.9,-4,-8
Cc1ccc(NCN2C(=O)c3ccccc3C2=O)c(C)c1,13,7,1.3,0,-6,0,0.0,2,-18
O=C1c2ccccc2C(O)(c2ccccc2)N1c1ccncc1 (stereo not given),5,1,0.9,-11,-13,0,-0.6,2,-1
COCC(=O)N1CCC2CC1c1cc(Cl)ccc12 (stereo not given),-21,3,/,-2,/,0,/,/,-2
CC1=NN(C(N)=S)C(=O)C1N=Nc1ccc(S(N)(=O)=O)cc1 (stereo not given),-3,3,0.2,-3,8,15,0.5,-7,-10
NC(=O)CC(NC(=O)c1ccccc1)c1ccc(N2CCN(c3ccc(F)cc3)CC2)c([N+](=O)[O-])c1 (stereo not given),24,9,1.1,0,23,17,1.5,-6,-6
COc1cc(-c2nnc(SCc3cc(=O)oc4cc(C)ccc34)o2)cc(OC)c1OC,5,4,-0.5,-4,-16,2,-2.1,-3,-8
CC(=O)Nc1ccc(-c2cc(C(=O)O)c3ccccc3n2)cc1,-37,1,0.2,-2,5,6,0.7,6,-21
CCOc1ccc(NC(=O)c2nn(C)cc2Br)cc1,6,8,-0.2,-5,4,3,-1.0,1,-2
Cc1cc(=O)[nH]c(SCC2COC3(CCCCC3)O2)n1 (stereo not given),13,7,3.6,-3,2,2,0.8,4,-5
O=C(CCNS(=O)(=O)c1ccccc1C(F)(F)F)NNC(=O)c1csc(N2CCOCC2)n1,-10,1,0.9,-3,3,3,2.3,4,-6
CC(C)(C)N(Cc1ccccc1)C(=O)COC(=O)c1ccc(S(=O)(=O)N2CCOCC2)cc1,17,2,6.4,-1,-29,0,3.7,-6,-12
Cc1cc(/C=C2/NC(=O)N(Cc3ccccc3F)C2=O)c(C)n1C,-7,11,0.6,-4,-5,6,-0.7,-16,-6
COc1ccccc1N1CCN(C(=O)c2cc3sccc3n2C)CC1,28,20,17,-1,-24,5,1.1,-1,-19
CCN(CC)S(=O)(=O)c1ccc(N(C)Cc2cccnc2)nc1,-25,6,3.8,-5,-20,7,3.0,-11,1
SMILES,TAAR1 antagonist,TAAR1 ag,V1R ag counter,M1 ag,CHO parental Ca,M1 PAM,OXTR ag,OXTR potentiator,M1 antag
COc1ccc(NS(=O)(=O)c2ccc(C)c(C(=O)NCC(c3ccco3)N3CCCCC3)c2)cc1 (stereo not given),-19,7,0.4,-3,-7,9,1.7,-16,-10
COc1cc(NC(=O)c2ccc(-c3cn[nH]c3)c3ccoc23)cc(OC)c1OC,30,7,/,0,/,-10,/,/,16
O=C(Cn1cccc1)Nc1ccc(F)cc1F,1,3,-0.7,-3,-6,-2,-0.9,-9,6
Cc1ccc(S(=O)(=O)N(C)c2ccccc2C(=O)Nc2ccc(F)cc2F)cc1,4,6,/,-2,/,4,/,/,-6
O=C(N/C=C/n1cnc2cc(C(F)(F)F)ccc21)c1ccccc1F,11,12,-0.5,-5,-16,6,-0.3,-8,-8
CCCS(=O)(=O)n1nc(-c2ccc(OC)cc2)cc1N,-16,-1,0.2,-3,-9,0,-0.6,-4,2
CC1Cc2ccccc2N1C(=O)c1cccnc1 (stereo not given),20,5,0.3,-6,-7,9,-0.5,6,-13
O=C1CN(C(=O)COC(=O)C2CCN(S(=O)(=O)c3ccccc3C(F)(F)F)CC2)c2ccccc2N1,0,10,4.3,-3,-11,3,2.2,-7,3
COc1ccc(C2(CNC(=O)Cc3ccc(OC)c(OC)c3)CCCC2)cc1,-1,10,1.1,-9,-6,4,-0.9,-11,0
S=C1NC(c2ccccc2)=NCN1c1ccccc1,12,0,0.0,1,-9,7,-0.4,-6,-6
CC1CCCCC1NC(=O)c1cc2c(=O)n3ccccc3nc2n1C (stereo not given),-13,21,0.6,-4,-20,8,0.3,-6,-10
CC1CCCCC1NC(=O)COC(=O)Cc1ccc(Cl)cc1 (stereo not given),16,0,-0.1,-2,-1,-5,-1.7,-8,11
O=C(Nc1ccn(CCCNC2CCN(Cc3ccccc3)CC2)c(=O)n1)OCc1ccccc1,-19,1,/,-11,/,-20,/,/,26

# Results in M1 ag and CHO parental Ca (three entries from above):
smiles	M1 ag	CHO parental Ca
O=C(Nc1cc(=O)[nH]c2nc(-c3ccccc3)nn12)c1ccc(Cl)cc1	/	-8
Brc1ccc2nc(C3CCCCC3)c(Cc3ccsc3)n2c1	-7	/
COc1cc(NC(=O)c2ccc(C)cc2)c(OC)cc1NC(=O)CN1CCCCC1	-5	-24
